Screening results: PubChem BioAssay, The Scripps Research Institute Molecular Screening Center
PAFAH1B3 FP inh – PAFAH1B3 (human) inhibition; Q15102; recombinant PAFAH1B3, FP-rhodamine probe, fluorescence polarization; inhibition, % at 3.39 µM; hit rate 0.28% among 340,000;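 active = inhibition above the screen-wide average of all tested compounds plus 3 SD, cut at about 25% in these data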;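 also: 0% = enzyme with DMSO only and 100% = wells lacking PAFAH1B3 protein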
Target sequence (Q15102 whole entry, looked up): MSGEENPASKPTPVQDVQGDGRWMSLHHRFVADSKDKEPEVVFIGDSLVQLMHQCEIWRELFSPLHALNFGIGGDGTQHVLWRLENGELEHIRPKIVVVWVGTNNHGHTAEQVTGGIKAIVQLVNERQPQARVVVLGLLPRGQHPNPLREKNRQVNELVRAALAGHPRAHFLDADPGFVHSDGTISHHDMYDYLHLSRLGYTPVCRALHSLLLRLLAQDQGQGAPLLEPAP
PAFAH1B2 FP inh – blocks human PAF acetylhydrolase 1b catalytic subunit 2 | P68402 | hit rate 1.2% among 340,000 | inhibition, % at 3.39 µM | recombinant PAFAH1B2, FP-rhodamine activity probe, fluorescence polarization;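 active = inhibition above the mean of all tested compounds plus 3 SD, cut at about 24% in these data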;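 also: 0% = enzyme with DMSO and 100% = wells lacking PAFAH1B2; many of its hits are not listed in these tables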
Target sequence (P68402 whole entry, looked up): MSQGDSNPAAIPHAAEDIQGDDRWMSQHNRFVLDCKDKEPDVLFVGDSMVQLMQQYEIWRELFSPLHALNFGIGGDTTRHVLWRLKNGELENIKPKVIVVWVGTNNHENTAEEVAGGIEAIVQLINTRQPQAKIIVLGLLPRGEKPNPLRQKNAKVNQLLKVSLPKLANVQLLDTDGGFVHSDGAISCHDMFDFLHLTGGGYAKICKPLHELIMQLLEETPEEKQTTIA
PAFAH2 FP inh – inhibitors of human PAFAH2; Q99487; recombinant PAFAH2, FP-rhodamine activity probe, fluorescence polarization; inhibition, % at 3.39 µM; hit rate 0.99% among 340,000; AID 492956;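 active = inhibition above the mean over all tested compounds plus 3 SD, cut at about 30% in these data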;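 also: inhibitors block probe labeling of enzyme so polarization drops; 0% = enzyme with DMSO and 100% = wells lacking PAFAH2 protein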
Active calls of the source: *. This is a subset; the hit share may differ from the screen's.

PAFAH2 FP inh	PAFAH1B2 FP inh	PAFAH1B3 FP inh	canonical_smiles
-1	-2	0	O=C(O)c1cc(N2CCCC2)ccn1
2	1	8	COC(=O)C1CC(C(=O)OC)C2C(C(=O)OC)CC(C(=O)OC)C12 (stereo not drawn)
5	8	2	COc1ccc(-c2cc(C(=O)N3CCCCCC3)c3ccccc3n2)cc1
3	4	14	CC(=O)Nc1ccc(NC(=O)CCc2c(C)noc2C)cc1
11	7	6	CNc1nc(NC)nc(NNC(=O)c2ccccc2)n1
10	9	4	O=C1NC(=S)S/C1=C\c1cccc([N+](=O)[O-])c1
-2	5	0	CN(Cc1ccccc1F)C(=O)c1ccc(NC(=O)CC2SC(N3CCCCC3)=NC2=O)cc1 (stereo not drawn)
1	8	5	O=[N+]([O-])c1cc(Br)ccc1NS(=O)(=O)c1ccccc1
-4	10	2	O=C(NNC(=O)c1ccccc1F)c1ccc(NS(=O)(=O)c2ccc(F)cc2)cc1
5	2	3	CN(C(=O)c1cccc(NC(=O)Cc2cccc(NC(=O)C3CCN(S(=O)(=O)c4cccc([N+](=O)[O-])c4)CC3)c2)c1)C1CC1

PAFAH2 FP inh	PAFAH1B2 FP inh	PAFAH1B3 FP inh	canonical_smiles
-2	6	8	COc1ccccc1N1CCN(C(=O)c2cc(S(=O)(=O)N3CCOCC3)ccc2C)CC1
-1	4	4	NC(=S)NN=C1Cc2cccc3cccc1c23
-9	4	1	O=C(C1CCCN(Cc2cccc(Cl)c2)C1)N1CCCCC1 (stereo not drawn)
-3	0	7	COc1ccccc1/C=N\NC(=O)c1c(C)nc2ccc(Cl)cn12
3	6	11	CC(=O)N(c1ccccc1C)c1ccccc1C
1	3	5	C[n+]1cccc(C(=O)O)c1
-21	-7	-4	Cc1ccc(NC(=O)C2CCN(S(=O)(=O)c3ccc(C(C)(C)C)cc3)CC2)cc1S(=O)(=O)N1CCOCC1
7	4	-2	C=C(C)CNC(=S)Nc1nc2c(cc1C(=O)OCC)CCCC2
-4	22	3	Cc1ccc(NC(=O)CSCC(=O)N(C)CCOc2ccc(Cl)cc2)cc1
-6	2	-1	CCOc1cc(C(=O)N/N=C/c2cn(-c3ccccc3)nc2-c2cc3ccccc3o2)cc(OCC)c1OCC

PAFAH2 FP inh	PAFAH1B2 FP inh	PAFAH1B3 FP inh	canonical_smiles
7	8	1	O=S(=O)(NNc1cccc(Cl)n1)c1ccc(Cl)cc1
-6	2	3	CC(C)(C)C(=O)Nc1cc2nn(-c3ccccc3)nc2cc1Cl
-3	-3	13	COc1ccc(C=NN=C2c3ccccc3-c3ccccc32)cc1O
30*	6	-9	O=C(c1ccc(COc2ccc(Cl)cc2Cl)o1)N1CCCC1
-5	3	4	Cc1ccc(C(=O)Nc2ncccc2C)o1
-4	26*	0	N#Cc1ccccc1NC(=O)CSc1nnc(-c2ccc(F)cc2)n1-c1ccccc1
3	1	7	COC(C[C@H](O)C[C@@H](O)COCc1ccccc1)OC
1	-1	5	NC(=O)Cc1ccc2sc(-c3ccccc3)nc2c1
-20	6	11	O=C(O)[C@@H]1CC(O)CN1C(=O)CCc1c[nH]c2ccccc12 (stereo partly drawn)
2	-1	7	CC(NCC(=O)Nc1ccccc1C(=O)NC1CC1)c1ccco1 (stereo not drawn)

PAFAH2 FP inh	PAFAH1B2 FP inh	PAFAH1B3 FP inh	canonical_smiles
10	7	9	CCOC(=O)C1CCCC12Nc1cccc3cccc(c13)N2 (stereo not drawn)
30*	12	38*	Nc1nc(Sc2ccc([N+](=O)[O-])c3nonc23)c2[nH]cnc2n1
1	29*	3	O=S(=O)(NC(CO)Cc1ccccc1)c1ccc(Br)cc1F (stereo not drawn)
16	18	31*	O=C(O)c1ccc(CN2C(=O)c3cccc4c([N+](=O)[O-])ccc(c34)C2=O)cc1
4	1	-1	O=C1CC(c2ccccc2)(c2ccccc2)c2ccccc21
1	-4	7	COCCn1c(C)cc(C(=O)COC(=O)Cc2n[nH]c(=O)c3ccccc23)c1C
0	5	5	Cc1ccccc1OCC(=O)NC(C)c1ccccc1 (stereo not drawn)
5	0	4	O=C(NCCCN1CCC(Cc2ccccc2)CC1)C1CCN(S(=O)(=O)N2CCOCC2)CC1
13	7	12	CCN(C(=O)COC(=O)c1cccc(S(=O)(=O)NCc2ccccc2)c1)c1ccccc1
0	8	12	COc1ccc(NC(=O)N(C)C[C@H]2Oc3ccc(NC(=O)Nc4ccc5c(c4)OCO5)cc3C(=O)N([C@H](C)CO)C[C@@H]2C)cc1

PAFAH2 FP inh	PAFAH1B2 FP inh	PAFAH1B3 FP inh	canonical_smiles
10	4	4	COc1cccc(C=NNC(=O)CCCC(=O)NN=Cc2cccc(OC)c2)c1
5	-10	2	CCOc1ccc(NC(=O)CN(C)C(=O)CN2C(=O)c3ccc([N+](=O)[O-])cc3C2=O)cc1OCC
-2	-3	6	COc1cccc(CC(NC(C)=O)C(=O)NC2CCN(C(=O)NCc3ccccc3)CC2)c1 (stereo not drawn)
1	-3	1	COc1cccc(CNc2ccc3c(c2)ncn3C)c1OC
-4	6	4	CCCC(c1nnnn1Cc1ccc(OC)cc1)N1CCN(c2ccccc2)CC1 (stereo not drawn)
-14	9	8	Cc1ccc(OCC(=O)NCCNC(=O)c2cnccn2)cc1C
-2	9	3	Cc1ccc(NS(=O)(=O)c2ccc3c(c2)oc(=O)n3C)cc1
-10	2	0	CC(NC(=O)c1cccc(S(=O)(=O)N2CCN(Cc3ccccc3)CC2)c1)c1ccccc1Cl (stereo not drawn)
6	4	15	Cc1cc(O)ccc1Nc1nc(-c2cccnc2)cs1
-5	-5	0	CC(C)c1nnc(N2C(=O)C(O)=C(C(=O)c3cccs3)C2c2ccccc2)s1 (stereo not drawn)

PAFAH2 FP inh	PAFAH1B2 FP inh	PAFAH1B3 FP inh	canonical_smiles
-13	3	3	Cc1cccc(C)c1NC(=O)[C@@]1(CC(=O)O)CC(/C=C/c2ccccc2)=NO1
3	0	-4	O=C(COc1ccccc1/C=C\c1nc(O)c([N+](=O)[O-])c(=O)[nH]1)Nc1ccccc1
2	3	1	COc1ccc(NC(=S)N2CCC(Cc3ccccc3)CC2)cc1
-9	-2	-9	Cc1ccc(S(=O)(=O)N2CCN(C(=O)COC(=O)COc3ccc(Br)cc3)CC2)c(C)c1
7	-1	-2	Cc1nn(C)c(C)c1NC(=O)CSc1nc(-c2ccccc2F)nc2c1cnn2-c1ccccc1
6	6	11	CC(C)C[C@H]1CNC(=S)N1CC1CCN(CCC23CC4CC(CC(C4)C2)C3)CC1
-1	5	0	C=CCCC1CN(Cc2ccco2)S(=O)(=O)c2c(F)cccc2O1 (stereo not drawn)
0	-2	11	COc1cccc(C(=O)NNC(=O)c2ccccc2)c1
0	4	6	Cc1ccc(C)c(NC(=O)CN(C)C(C)C(=O)N2CC(C)CC(C)C2)c1 (stereo not drawn)
0	2	0	O=C(O)c1cn(-c2ccc(F)cc2)c2cc(N3CCNCC3)c(F)cc2c1=O

PAFAH2 FP inh	PAFAH1B2 FP inh	PAFAH1B3 FP inh	canonical_smiles
0	0	-5	CN(Cc1cccnc1)C(=O)c1ccc(Cl)c(NS(=O)(=O)c2ccc(F)cc2)c1
-1	3	8	CN(C(=O)c1cccc(NC(=O)Cc2ccc(NC(=O)C3CCCN(C(=O)C4CCCCC4)C3)cc2)c1)C1CC1 (stereo not drawn)
3	3	4	CCOc1ccc2nc(N(Cc3ccccc3)C(=O)CCNC(C)=O)sc2c1
4	6	8	NNC(=O)CSc1c(-c2ccccc2)c2cc(Cl)ccc2[nH]c1=O
2	10	3	CC1CCN(CC(=O)N(C)c2c(N)n(Cc3ccccc3)c(=O)[nH]c2=O)CC1
-6	-6	-8	CC(C)(C)OC(=O)N(Cc1ccccc1)Cc1cccc(OCc2cccc(NC(=O)C3CC3)c2)c1
-1	1	5	Cn1nc(C(=O)NCc2ccccc2CN2CCCC2)c2ccccc2c1=O
-8	3	2	C=CCn1c(=O)c(C(=O)NCc2ccc(Cl)cc2)c(O)c2ccccc21
-3	2	2	Cc1cc(F)ccc1NC(=S)NCCc1ccccc1
-2	4	0	O=c1[nH]c2cc3c(cc2cc1C(c1nnnn1C1CCCC1)N1CCCc2ccccc21)OCCO3 (stereo not drawn)

PAFAH2 FP inh	PAFAH1B2 FP inh	PAFAH1B3 FP inh	canonical_smiles
0	-3	6	CCOC(=O)c1ccc(NC(=O)c2cnccn2)cc1
6	3	7	CC(=O)N1CCN(C(C)=O)c2ccccc21
-5	3	0	CC1(C)OC2OC3C(CN)OC(c4ccccc4)OC3C2O1 (stereo not drawn)
4	0	5	COc1ccc(CN2CCN(C(=O)c3ccc(S(=O)(=O)N4CCCCCC4)cc3)CC2)cc1
1	4	8	CC(=O)Nc1ccc(N2C(=O)C3C4C=CC(CC4)C3C2=O)cc1 (stereo not drawn)
3	-4	6	COc1ccc(-c2ccc3c(c2)[C@@H]2C[C@H]4[C@@H](C(=O)N2CC3)[C@H](C)ON4C)cc1
0	14	7	Cc1ccc(S(=O)(=O)CS(=O)(=O)c2ccc(C)cc2)cc1
-6	4	12	O=C1NC(=O)C(Cc2ccc(O)cc2)N1 (stereo not drawn)
-5	5	1	Cc1ccc(-n2nnnc2C(Cl)c2nnnn2-c2ccc(C)cc2)cc1
